Compound activity deposited in PubChem BioAssay by several laboratories.
phage Ecoli inh = growth loss of phage-infected E. coli, primary screen, RecBCD inhibitor project, absorbance, with phage, HTS | inhibition, % at 11.9 µM | 360,000 tested, 0.26% active | AID 651602, 2012; in the data active means inhibition above about 11%
AddAB inh = growth inhibition of E. coli expressing H. pylori AddAB, primary screen, AddAB inhibitor project, absorbance | inhibition, % at 11.9 µM | 330,000 tested, 0.29% active | AID 435030, 2010; in the data active means inhibition above about 12%;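 further: 0% = vehicle wells of infected cells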
HTR5A inv ctr = HTR5A inverse agonists in luminescence cell assay, primary screen, counter-screen for OPRM1-OPRD1 heterodimer inverse agonist project, full-deck HTS. inhibition, % at 9.3 µM. AID 504634, 2011. 5-hydroxytryptamine receptor 5A (Homo sapiens), P47898. 340,000 tested, 0.083% active. HTR5A cell line, inverse agonism; in the data active means inhibition mostly above about 23%, no sharp cut-off; inactive means mostly below about 18%;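 further: 0% = cells with DMSO and 100% = no-cell wells with DMSO; some compounds called inactive have numbers as strong as hits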
PfHsp90 yeast 2 = growth inhibition of PfHsp90-expressing yeast, primary screen, antimalarial PfHsp90 inhibitor project, S. cerevisiae, BacTiter-Glo luminescence, single point, set 2. 310,000 tested, 0.32% active. inhibition, % at 9.4 µM. BacTiter-Glo ATP, 48 h; yeast lacking PDR1 and PDR3 efflux regulators;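 active means every replicate shows inhibition above about 80%, whatever the replicate mean, limit read from the data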;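 further: 0% = DMSO neutral controls and 100% = 20 µM radicicol positive controls; yeast relying on Plasmodium falciparum Hsp90 in place of its own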
HTR5A ag = HTR5A agonists in luminescence cell assay, primary screen, counter-screen for OPRM1-OPRD1 heterodimer agonist project, full-deck HTS; cell-based; AID 504692, 2011; 340,000 tested, 0.61% active; activation, % at 9.3 µM; in the data active means activation mostly above about 9.5%, no sharp cut-off; inactive means mostly below about 7.6%;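 further: 0% = cells with vehicle only and 100% = reference agonist; strong numbers were not always called active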
OPRM1-OPRD1 inv = inverse agonists of MOR-DOR heterodimerization, primary screen, cell-based, luminescence. cell-based MOR-DOR heterodimer luminescence, inverse agonism. inhibition, % at 9.3 µM. 340,000 tested, 0.21% active; in the data active means inhibition above about 22%, passing the limit was not always enough;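 further: 0% = cells with DMSO and 100% = wells without cells with DMSO; values of inactives mirror those of a sister screen read the other way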
MOR-DOR ag = agonists of OPRM1-OPRD1 heterodimerization, primary screen, cell-based, luminescence; cells; Mu-type opioid receptor (Homo sapiens) + Delta-type opioid receptor (Homo sapiens), …; 340,000 tested, 0.3% active; activation, % at 9.3 µM; in the data active means activation above about 18%;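 further: 0% = vehicle-treated cells and 100% = reference agonist; values of inactives mirror those of a sister screen read the other way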
PKA-R1A act = activators of PKA-R1A holoenzyme, primary screen, biochemical, fluorescence polarization, Cy5-IP20, bovine R1A, mouse PKAc; activation, % at 11.4 µM; 340,000 tested, 0.083% active; PKA-R1A dissociation; scaled: DMSO 0%, 113 µM cGMP 100%; AID 504707, 2011;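 active means percent activation above the mean of all tested compounds plus 3 SD, cut at about 19% in these data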;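 further: higher means more PKAc released from R1A so a rise in polarization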
E coli growth = E. coli V3065 growth inhibition, primary screen, counter-screen for AddAB inhibitor project, absorbance, OD600; 18 h; inhibition, % at 11.9 µM; AID 449728, 2010; 330,000 tested, 0.27% active;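 active means inhibition above the campaign's mean inhibition across all tested compounds plus 3 SD, cut at about 9.9% in these data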;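 further: uninfected addAB+ strain grown without phage in ampicillin broth; 0% = DMSO wells and 100% = ciprofloxacin 0.95 µg/ml wells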
SUMO Mot1 rescue = yeast Mot1-301 growth rescue at high temperature, primary screen, SUMOylation pathway inhibitor project, S. cerevisiae, ATP luminescence, 38.5C | S. cerevisiae Mot1-301 growth rescue; percent above DMSO median, 100 means doubled | 320,000 tested, 1% active | growth rescue, % at 18.8 µM;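 active means every valid replicate shows activation above 250% relative to neutral control wells; inactive means the rest, any valid replicate at or below 250%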;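 further: OY570 slx delta 5 strain wells were the positive control but not used for scaling; some compounds called inactive have numbers as strong as hits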
DSG3 Ab inh = inhibitors of pemphigus antibody binding to DSG3, primary screen, biochemical, bead-based, flow cytometry, scFv-GFP. AID 588358, 2011. 310,000 tested, 0.48% active. binding (percent of control), % at 10 µM. DSG3-coupled beads, scFv-anti-DSG3-GFP binding; hits give low values. Desmoglein-3 (Homo sapiens), P32926;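 active means binding more than 3 SD below its plate's average and above zero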;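 further: hits lower antibody fragment binding to DSG3; some compounds called inactive have numbers as strong as hits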
Target sequence (P32926 whole entry, looked up, the tested form may be a part): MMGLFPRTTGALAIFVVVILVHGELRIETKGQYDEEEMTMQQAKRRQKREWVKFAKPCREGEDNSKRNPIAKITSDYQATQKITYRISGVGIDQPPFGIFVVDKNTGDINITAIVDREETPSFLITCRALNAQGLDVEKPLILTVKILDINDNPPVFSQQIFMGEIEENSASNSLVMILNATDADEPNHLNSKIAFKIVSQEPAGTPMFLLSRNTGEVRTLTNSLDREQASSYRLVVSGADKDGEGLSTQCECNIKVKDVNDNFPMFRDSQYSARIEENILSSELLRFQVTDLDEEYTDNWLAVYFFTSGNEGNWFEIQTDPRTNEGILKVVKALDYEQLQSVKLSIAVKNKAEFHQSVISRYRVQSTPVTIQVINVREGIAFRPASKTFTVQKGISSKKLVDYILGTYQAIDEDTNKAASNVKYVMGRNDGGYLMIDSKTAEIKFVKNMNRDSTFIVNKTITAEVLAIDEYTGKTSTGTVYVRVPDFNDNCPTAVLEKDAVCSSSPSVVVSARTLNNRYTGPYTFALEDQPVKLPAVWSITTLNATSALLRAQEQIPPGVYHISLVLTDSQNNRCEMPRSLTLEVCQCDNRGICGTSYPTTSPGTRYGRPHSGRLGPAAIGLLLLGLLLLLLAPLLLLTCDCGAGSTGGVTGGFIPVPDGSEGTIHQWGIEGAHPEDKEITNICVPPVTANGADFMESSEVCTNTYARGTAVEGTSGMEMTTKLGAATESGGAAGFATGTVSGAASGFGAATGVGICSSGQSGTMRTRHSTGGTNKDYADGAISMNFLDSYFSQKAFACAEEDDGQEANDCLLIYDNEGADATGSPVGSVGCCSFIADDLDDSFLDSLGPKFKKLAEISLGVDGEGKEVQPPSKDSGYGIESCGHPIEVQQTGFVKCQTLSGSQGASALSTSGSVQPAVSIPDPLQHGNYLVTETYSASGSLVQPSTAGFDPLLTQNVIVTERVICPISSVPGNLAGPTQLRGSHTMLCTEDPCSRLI
An asterisk follows results filed as active; · = no result given. Not a hit list, and some 3.2% of all compounds hit somewhere here.

SMILES	phage Ecoli inh	AddAB inh	HTR5A inv ctr	PfHsp90 yeast 2	HTR5A ag	OPRM1-OPRD1 inv	MOR-DOR ag	PKA-R1A act	E coli growth	SUMO Mot1 rescue	DSG3 Ab inh
COc1cc(CC(=O)OCC(=O)Nc2ccc3c(c2)OCO3)cc(OC)c1OC	-2.0	2.9	2.9	·	-1.1	7.2	-1.5	-12.6	0.8	-13.1	120.3
Cc1nn(C(C)c2n[nH]c(=S)n2-c2ccc(F)cc2)c(C)c1[N+](=O)[O-] (centres undefined)	4.1	-0.5	13.7	·	-5.8	13.2	-2.8	-8.1	0.5	-22.0	98.5
N#Cc1ccc(OCC(=O)Nc2ccc(S(=O)(=O)N3CCOCC3)cc2)cc1	3.0	-0.5	-3.3	·	0.9	2.8	-0.5	9.8	-1.0	·	102.0
CC(=C/C(=O)O)/C(=C/c1ccccc1)C(=O)O	2.6	2.7	-1.8	3.2	0.7	3.3	-0.6	2.8	0.5	-5.1	100.6
CC(=O)c1cccc(OCc2cc(C(=O)N3CCC(N4CCCCC4)CC3)no2)c1	2.7	3.2	-25.5	0.8	-1.6	12.1	-2.4	-6.1	-0.4	-14.0	112.2
CN(/N=C/c1ccccc1Cl)c1ncc(Cl)cc1C(F)(F)F	-0.1	-0.9	-0.7	1.8	0.3	15.9	-3.2	1.9	-3.5	74.6	·
CC(=O)Nc1ccc(NC(=O)C23CC4CC(C2)CC(n2cnc(Br)n2)(C4)C3)cc1	2.7	0.8	8.8	-2.7	-3.5	1.9	-0.3	-1.5	-0.3	-9.6	87.4
CCOC(=O)Nc1ccc2c(c1)Nc1ccccc1S2	1.2	0.8	-19.3	2.3	7.4	-39.8	8.0	2.7	-0.2	2.1	101.3
Cc1ccc(CNC(=O)C(NS(=O)(=O)c2ccc3nc(C)sc3c2)C(C)C)cc1 (centres undefined)	1.8	3.9	0.0	9.9	0.0	2.5	-0.5	5.4	-0.4	3.7	105.5
COC(=O)CNC(=O)COC(=O)/C=C/c1ccccc1[N+](=O)[O-]	2.7	3.2	6.0	-2.5	-2.4	0.4	-0.1	0.6	1.3	1.7	103.5
Cn1c(SCC(=O)Nc2cc(S(=O)(=O)N3CCOCC3)ccc2N2CCOCC2)nnc1-c1ccncc1	3.7	0.5	11.3	-24.2	0.9	8.6	-1.7	3.0	2.4	424.0	104.5
CNC(=O)NC(=O)CSc1nnc(-c2ccco2)n1Cc1ccccc1	4.6	-2.9	-4.0	10.3	1.6	20.7	-3.9	-6.1	-3.6	-9.3	·
Nc1nc(Cl)cc(N2CCC(c3cc(-c4ccc(Cl)cc4Cl)n[nH]3)CC2)n1	2.5	1.4	0.5	-42.6	11.4	-13.7	2.7	-2.4	-0.6	19.8	101.9
COc1ccnc2c1c(=O)n(Cc1ccc(Cl)cc1)c(=O)n2C	-1.4	3.2	4.1	-12.0	2.0	4.2	-0.8	-0.8	2.2	283.8	100.9
CC(=O)N1c2ccc(S(=O)(=O)N3CCC(C(=O)Nc4ncccc4C)CC3)cc2CC1C (centres undefined)	-0.1	1.1	3.3	18.8	5.2	13.5	-2.7	6.8	-1.3	-10.7	91.0
CCOc1ccc(NS(=O)(=O)c2ccc(C(=O)N3CCCC(C)C3)cc2)cc1 (centres undefined)	5.9	3.9	11.6	11.5	-3.9	-13.4	2.1	-11.7	-1.6	12.4	97.7
CCOC(=O)Cc1c(C)nc(N)[nH]c1=O	3.2	0.1	-25.6	·	-3.4	13.6	-2.8	10.7	-1.8	12.4	114.6
COCCn1c(SCC(=O)NC2CCCCC2C)nnc1-c1ccncc1 (centres undefined)	-0.3	-0.5	-28.1	-0.9	7.4	0.5	-0.1	-6.6	1.4	-4.6	105.3
O=C(Cc1cccc(NC(=O)C2CCCN(C(=O)c3ccccc3)C2)c1)Nc1ccc(C(=O)N2CCCCC2)cc1 (centres undefined)	2.8	·	10.3	-20.7	-3.0	8.0	-1.7	-11.0	·	·	95.2
CCCc1nn2c(=O)c(C(c3ccc(C)cc3)c3c(O)nc4sc(CCC)nn4c3=O)c(O)nc2s1	1.2	2.2	-2.3	20.9	0.7	7.8	-1.4	-14.0	1.6	144.7	97.6
Cc1ccc(C(=O)N(C)CC(=O)Nc2ccc(F)c(F)c2F)o1	2.5	2.0	2.8	16.7	-1.1	2.2	-0.5	-11.0	0.5	-14.3	102.7
O=S(=O)(NCC1CCCO1)c1ccc2c(c1)OCCO2 (centres undefined)	0.9	1.5	-54.3	-11.9	0.2	15.1	-2.6	-0.3	-0.1	5.7	98.5
CCN(CC)C(=O)c1ccc(COc2ccccc2Br)o1	5.3	0.2	0.7	-8.0	-0.2	4.6	-0.8	-3.3	0.5	-5.6	101.4
O=C(Nc1ncnc2sc3c(c12)CCC3)c1ccco1	-0.4	-0.9	-22.0	3.9	8.4	6.8	-1.1	-1.5	0.6	-16.1	99.3
Cc1nn(C)c(C)c1S(=O)(=O)N1CCC(CO)(Cc2ccc(Cl)cc2)CC1	4.6	-0.5	16.6	5.3	-7.6	8.8	-1.7	-10.1	-0.2	8.9	97.1

Three entries picked at random from those above, as already listed:
SMILES	phage Ecoli inh	AddAB inh	HTR5A inv ctr	PfHsp90 yeast 2	HTR5A ag	OPRM1-OPRD1 inv	MOR-DOR ag	PKA-R1A act	E coli growth	SUMO Mot1 rescue	DSG3 Ab inh
CCOc1ccc(NS(=O)(=O)c2ccc(C(=O)N3CCCC(C)C3)cc2)cc1 (centres undefined)	5.9	3.9	11.6	11.5	-3.9	-13.4	2.1	-11.7	-1.6	12.4	97.7
N#Cc1ccc(OCC(=O)Nc2ccc(S(=O)(=O)N3CCOCC3)cc2)cc1	3.0	-0.5	-3.3	·	0.9	2.8	-0.5	9.8	-1.0	·	102.0
Cn1c(SCC(=O)Nc2cc(S(=O)(=O)N3CCOCC3)ccc2N2CCOCC2)nnc1-c1ccncc1	3.7	0.5	11.3	-24.2	0.9	8.6	-1.7	3.0	2.4	424.0	104.5

Other structures.
SMILES	phage Ecoli inh	AddAB inh	HTR5A inv ctr	PfHsp90 yeast 2	HTR5A ag	OPRM1-OPRD1 inv	MOR-DOR ag	PKA-R1A act	E coli growth	SUMO Mot1 rescue	DSG3 Ab inh
COc1ccc(C/C(=N\O)c2ccc(OC)cc2)cc1	2.2	0.6	-16.6	-13.1	-1.7	12.0	-2.2	-4.0	2.0	1.5	99.5
O=C(NCc1ccc2c(c1)OCO2)C1CC(=O)N(c2ccc(F)cc2)C1 (centres undefined)	0.8	-0.4	0.8	·	-0.5	7.8	-1.3	9.2	0.6	236.1	·
Cc1ccc(S(=O)(=O)NN=Cc2cc(Cl)ccc2O)cc1	1.2	·	-11.4	-2.8	2.9	11.8	-2.4	-6.3	·	·	119.3
Cc1ccc(-n2c(Cc3cccs3)nnc2SCC(=O)Nc2ccc(F)c(F)c2)cc1	·	-0.9	-13.2	-2.4	3.5	-32.2	6.0	-9.2	-0.1	26.7	·
O=C(Nc1ccc(Cl)cc1N1CCOCC1)C1CCCCC1	4.7	3.4	-12.8	-1.6	4.3	0.7	-0.1	-12.3	0.8	-5.8	101.0
NC(=NCCc1c[nH]c2ccccc12)NC(=O)c1ccc(F)cc1	3.2	1.8	-8.9	12.3	5.0	4.3	-0.8	-4.7	-1.8	8.3	102.7
O=C(CN1C(=O)NC2(CCCCCC2)C1=O)c1ccc(Cl)cc1	2.8	4.2	-3.5	2.7	0.4	-15.9	4.1	4.4	0.7	-14.4	98.4
O=C(CNc1cccc(S(=O)(=O)N2CCOCC2)c1)N1CCc2ccccc21	-0.3	1.6	-29.8	23.9	-0.8	10.3	-2.0	-5.4	3.2	·	92.4
CC(=O)N1c2ccc(S(=O)(=O)N3CCCC3)cc2CC1C(=O)Nc1cc(C)cc(C)c1 (centres undefined)	0.6	1.3	12.9	26.2	-1.6	9.6	-1.9	-5.5	-1.7	-15.1	·
CN(CCN1CCOCC1)Cc1nc(-c2ccc(Cl)cc2)no1	-0.5	1.9	11.3	14.3	-4.2	4.1	-0.8	-10.6	-0.9	183.2	102.7
CCN(CC)CCn1c(=S)[nH]c2ncccc2c1=O	3.3	1.1	-5.2	·	1.7	4.4	-0.9	-5.4	1.3	-18.3	·
CNc1cc(F)nc(F)n1	1.4	2.6	-7.7	·	1.2	-2.5	0.4	-8.9	-0.9	-5.7	83.1
CC1(C(=O)O)CCC(C(=O)Nc2ccc(Cl)c(Cl)c2)C1(C)C (centres undefined)	1.9	·	5.2	7.0	-1.4	4.1	-0.9	-16.7	·	-4.0	100.4
CC(=O)c1c(C)nc2ccc(Br)cc2c1C(=O)O	3.6	0.5	0.4	-15.0	-0.2	8.2	-1.5	-3.1	-2.2	163.3	96.2
CCCN1CCN(C(=O)c2cn(CC(C)C)c(=O)c3cc(OC)c(OC)cc23)CC1	-1.1	3.4	-7.0	·	-1.4	2.5	-0.5	-1.3	0.5	-25.9	95.2
CCc1cccc(C)c1NC(=O)CC1Oc2ccc(C)cc2NC1=O (centres undefined)	-2.7	2.6	-17.4	-29.5	4.6	12.2	-2.7	-3.9	0.1	182.6	102.0
O=C(NCC1CCOCC1)c1cc(COc2cccc(C(F)(F)F)c2)on1	3.3	0.7	13.9	4.2	0.8	-2.3	0.4	4.4	2.4	3.0	95.0
CCOC(=O)C1CCN(S(=O)(=O)c2csc(C(N)=O)c2)CC1	2.7	0.4	3.2	-4.5	0.5	1.4	-0.3	-3.1	0.4	1.1	103.4
CC(C)CC(C)NNC(=O)c1cc2ccccc2[nH]1 (centres undefined)	4.7	4.8	-10.1	2.9	4.5	8.8	-1.6	-6.2	-0.2	1.8	97.7
CN(C(=O)c1ccc(NC(=O)C2CCCN(C(=O)OC(C)(C)C)C2)cc1)C1CCCC1 (centres undefined)	2.4	1.9	-5.2	30.5	1.8	5.4	-0.9	-1.4	-1.5	-4.9	94.5
C/C(CC(=O)NC12CC3CC(CC(C3)C1)C2)=N\NC(=O)c1cnccn1	4.7	-1.4	-21.1	13.5	7.7	15.3	-3.3	-5.3	-0.2	3.8	103.8
CCn1c(COc2cccc(C)c2)nnc1SCC(=O)N1CCCC1	2.7	0.2	8.5	-24.5	-2.3	11.8	-2.4	-3.7	-3.0	-11.6	96.2
O=C(Nc1cccc2ccccc12)c1cccc(F)c1	-0.2	·	-10.2	-0.9	2.9	-0.1	0.0	-0.5	·	-6.1	91.5
Cc1cccc(C(=O)NC(=S)Nc2ccccc2C(=O)O)c1	4.4	-1.0	10.4	-28.9	9.2	9.8	-1.9	-1.8	-3.3	12.9	99.4
CCN(CC)C(=O)NC1CCCCCCC1	5.4	3.5	4.8	·	0.5	9.2	-1.5	5.6	1.6	13.0	83.6
